Source: PubChem
PTAP TSG101 blk: blocks PTAP/TSG101 interaction to inhibit HIV-1 budding; AID 493005; 340,000 tested, under 10 active; Q99816; Fluorescence polarization, FITC-PTAP peptide / Tsg101 binding; Potency, µM (doses to about 115 µM), for the others: top-dose activity change, negative = inhibition, hits mostly inhibitors; active means well fitted inhibition curve with a large enough effect in the main read-out, with a control signal flat, not every such curve was filed as active; inconclusive means small, poorly fitted or top-dose-only effect, or effect the other way, or a change in a side signal; inactive means no such curve, though single readings can be large or run the other way; further: potency means the concentration at half of the fitted maximal effect; % of control where 0% means no effect
Target sequence (Q99816 whole entry, looked up): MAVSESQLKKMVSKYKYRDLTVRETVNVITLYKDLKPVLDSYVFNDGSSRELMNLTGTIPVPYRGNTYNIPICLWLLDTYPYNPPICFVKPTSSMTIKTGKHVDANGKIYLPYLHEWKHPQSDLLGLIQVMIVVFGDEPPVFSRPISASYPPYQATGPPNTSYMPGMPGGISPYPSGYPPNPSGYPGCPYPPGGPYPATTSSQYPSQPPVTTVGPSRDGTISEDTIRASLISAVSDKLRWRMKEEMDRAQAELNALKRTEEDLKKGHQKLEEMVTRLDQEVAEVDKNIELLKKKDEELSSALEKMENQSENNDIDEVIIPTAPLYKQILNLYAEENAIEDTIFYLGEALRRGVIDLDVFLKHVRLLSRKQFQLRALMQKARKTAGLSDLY
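Fluorescence polarization binding of Tsg101 binding domain (10 uM final) to FITC-labeled PTAP peptide (50 nM final) in HEPES pH 7.5 buffer with NaCl, Tween 20, EDTA, TCEP. Compounds added before peptide; binding 20 min at RT.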
Mito fusion act: mitochondrial division inhibition or fusion activation; S. cerevisiae fusion-defective mutant growth rescue, CellTiterGlo 48 h; Potency, µM (top dose mostly 46.1 µM), without a hit: at the highest dose growth rescue (activation), usual class: activators; hit rate 0.23% among 320,000; AID 485298;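 further: potency means the concentration at half of the fitted maximal effect; % of control where 0% means no effect; nearly all actives have a fitted effect of over 45% in size; temperature-sensitive fusion mutants such as fzo1-1 at 37 °C on non-fermentable ethanol glycerol medium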
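Temperature-sensitive fusion-defective S. cerevisiae (e.g. fzo1-1, mgm1-5) were grown with compound in YPEG medium (3% ethanol, 3% glycerol) for 48 hours at 37C. Growth rescue was measured as viability by CellTiterGlo luminescence after 10 minutes at ambient.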
A-T KAP1 phos: candidate therapy for ataxia-telangiectasia | AID 485349 | hit rate 0.19% among 320,000 | Potency, µM (series often up to 57.5 µM), inactives show at the highest dose activation, usual class: activators | […] A-T fibroblasts, KAP-1 phosphorylation AlphaLISA; neocarzinostatin DNA damage 30 min before lysis; further: potency means the concentration at half of the fitted maximal effect; % of control where 0% means no effect; nearly all actives have a fitted effect of over 45% in size
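ATM-like activity read as KAP-1 phosphorylation via AlphaLISA donor/acceptor antibody pairs after lysis and 6 hr at 25C. Cells were ATM-null patient fibroblasts ([…], hTERT), dosed 60 min, then exposed to the DSB inducer NCS for 30 min.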
TSHR antag: blocks TSH signaling through the human TSH receptor; P16473; TSHR-expressing cells, TSH-stimulated cAMP HTRF, 2 h; active compounds read low; activity change, negative = inhibition, % at 11.5 µM; hit rate 0.2% among 330,000; AID 504810;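 active means activity change below a set negative limit, meaning inhibition stronger than a set level, cut at about -70% in these data; inconclusive means activity change between two set negative limits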; further: on the % scale 0 is the no-effect control and ±100 the full control effect
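TSHR-expressing cells were treated with compounds, then stimulated with TSH at EC80 (4nM final) for 2 hours at 37 deg C. Cellular cAMP was measured by HTRF competition between lysate cAMP and cAMP-d2 for a cryptate-labelled anti-cAMP antibody.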
Menin-MLL TR inh: menin-MLL binding inhibition, Texas Red mutant peptide; O00255; Potency, µM (top dose mostly 61.6 µM), for inactives: at the top dose FP activity change, negative = inhibition, actives largely listed as inhibitors; Menin + Texas Red MLL mutant peptide, fluorescence polarization; hit rate 0.23% among 270,000; AID 1768; active means well fitted inhibition curve with a large enough effect in the polarisation, with a control signal flat, not every such curve was filed as active; inconclusive means small, poorly fitted or top-dose-only effect, or effect the other way, or a change in a side signal; inactive means no such curve, though single readings can be large or run the other way; the % refers to the polarisation; further: potency means the concentration at half of the fitted maximal effect; % of control where 0% means no effect; many of its hits are not listed in these tables
CXXC DNA block: MLL CXXC-DNA interaction inhibition; MLL-CXXC / FITC-HOXA9 DNA fluorescence polarization; Potency, µM (top dose mostly 115 µM), without a hit: at the highest dose activity change, negative = inhibition, hits mostly inhibitors; Q03164; AID 2662; hit rate 0.037% among 290,000; active means well fitted inhibition curve with a large enough effect in the polarisation, with a control signal flat, not every such curve was filed as active; inconclusive means small, poorly fitted or top-dose-only effect, or effect the other way, or a change in a side signal; inactive means no such curve, though single readings can be large or run the other way; the % refers to the polarisation; further: potency means the concentration at half of the fitted maximal effect
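Steps: dispense CXXC domain solution (7 uM) → pin compounds or unlabeled HOX-A9 DNA control → 5 min ambient → add FLSN-HOX-A9 solution (50 nM) → spin → 30 min ambient → fluorescence polarization. Tris pH 7.5/NaCl/DTT/BSA buffer.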
a7 integrin act: integrin-mediated muscular dystrophy alleviation activation. alpha7betagal myoblasts, beta-gal FDG fluorescence, 48 h. Potency, µM (titrated, usually from 38.3 µM), for the others: at the highest dose activation, most hits filed as activators. hit rate 0.064% among 350,000. AID 624291;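 further: potency means the concentration at half of the fitted maximal effect; 100% = response of the positive control SU9516; nearly all actives have a fitted effect of over 60% in size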
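Alpha7betagal+/- myoblasts (passage 13) were plated 16-24 hr, then exposed to compounds (1:260 dilution of DMSO stock) for 48 hours at 37C. After MPER lysis, β-galactosidase reporter activity was read as FDG fluorescence (ex 480/em 540) after 30 minutes.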
MBNL1 CUG block: inhibitors of human MBNL1 binding to CUG repeat RNA; Q9NR56; Potency, µM (series often up to 57.5 µM), inactives show top-dose activity change, negative = inhibition, hits mostly inhibitors; hit rate 0.036% among 280,000; TR-FRET MBNL1-His/biotin-(CUG)12 binding, 665/545 ratio; active means well fitted inhibition curve with a large enough effect in the signal ratio, with a control signal flat, not every such curve was filed as active; inconclusive means small, poorly fitted or top-dose-only effect, or effect the other way, or a change in a side signal; inactive means no such curve, though single readings can be large or run the other way; the % refers to the signal ratio; further: potency means the concentration at half of the fitted maximal effect; on the % scale 0 is the no-effect control and ±100 the full control effect
Target sequence (Q9NR56 whole entry, looked up): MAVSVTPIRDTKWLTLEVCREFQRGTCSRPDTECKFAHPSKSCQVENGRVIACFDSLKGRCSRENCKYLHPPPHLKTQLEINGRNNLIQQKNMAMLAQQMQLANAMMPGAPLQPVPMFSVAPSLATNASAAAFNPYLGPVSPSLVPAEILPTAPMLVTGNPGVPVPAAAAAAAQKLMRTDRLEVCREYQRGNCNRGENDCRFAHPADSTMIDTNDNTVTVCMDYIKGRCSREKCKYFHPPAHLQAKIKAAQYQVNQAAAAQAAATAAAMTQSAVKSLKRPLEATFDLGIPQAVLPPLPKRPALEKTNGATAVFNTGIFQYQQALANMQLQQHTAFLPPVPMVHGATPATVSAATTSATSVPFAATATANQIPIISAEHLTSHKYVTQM
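Compound titration spanned 92 nM–58 uM against the MBNL1-His/biotin-(CUG)12 complex. After 60 min at room temperature with 5 nM streptavidin-XL665 and 0.055 ng/ul terbium anti-His, ratiometric 665/545 nm emission (Ex 340 nm) normalized to controls.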
ASM inhibitor: human S-ASM enzyme inhibition; P17405; placental ASM, HMU-PC fluorogenic substrate, 60 min; Potency, µM (doses to about 57.5 µM), for inactives: at the top dose activity change, negative = inhibition, most hits filed as inhibitors; hit rate 0.006% among 340,000; AID 504937; further: potency means the concentration at half of the fitted maximal effect
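Fluorogenic HMU-PC substrate (9 uM final) is turned over by placental ASM in 60 min at 37 C after a 10 min compound preincubation. Reaction ended by alkaline stop (pH 10), with fluorescence read at 386/447 nm.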
TCR activator: T cell receptor activation; AID 504894; 330,000 tested, under 10 active; primary human leukocytes, anti-CD3, IL-2 HTRF, 48 h; Potency, µM (doses to about 9.22 µM), inactives show at the highest dose activation of IL-2 secretion, actives largely listed as activators; further: % of control where 0% means no effect
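Activity was scored as IL-2 release from primary human leukocytes given only a TCR signal (a-CD3 beads) plus compound for 48 hr. Detection used a two-antibody HTRF format read at 665nm.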
Numbers without * were called inactive; i = inactive; ? = inconclusive; / = not tested or not shown; [ ] = dose if it differs, or a comment. Unless noted, the call rests on the fitted dose curve; in most records, active means well fitted curve in the direction sought with a large enough effect; inconclusive means small, poorly fitted or top-dose-only effect, or another doubt; inactive means no such curve, though single readings can be large; an effect the other way counts as inactive or inconclusive.

SMILES	PTAP TSG101 blk	Mito fusion act	A-T KAP1 phos	TSHR antag	Menin-MLL TR inh	CXXC DNA block	a7 integrin act	MBNL1 CUG block	ASM inhibitor	TCR activator
CSc1ccc(Cl)c(C(=O)NNC(=O)c2cccs2)c1	-2%	/	-2%	2	/	/	6%	/	4%	1%[46.1 µM]
CC(=O)c1c(N2CCN(C)CC2)[nH]c(-c2ccccc2)nc1=S	2%	-11%	-6%	-2	?	-2%	-61%[inhibitor]	4%	-1%	-1%
CC(C)CCSc1nc2c(c(=O)[nH]c(=O)n2C)n1CCc1ccccc1	-2%	1%	-2%	-6	-1%	3%	-4%	?	-2%	?
Cc1ccc(NC(=O)CCSc2nnnn2-c2ccc3c(c2)OCO3)cc1C	-3%	5%	12%	-8	-4%	1%	7%	-9%	-11%	4%
CC(NC(=O)[C@H](C)N1C(=O)N2CCc3c([nH]c4ccccc34)[C@@]2(C)C1=O)c1ccccc1 (stereo partly drawn)	0%	1%	11%	38	-2%	-2%	-43%	-12%	-4%	0%
O=C(O)CC/C(=N/Nc1ccc([N+](=O)[O-])cc1)C(=O)O	-4%	28%	11%	14	/	11%	?	?	-4%	3%
CN1CCN(C(=O)c2ccccc2NC(=O)c2sc3ccccc3c2Cl)CC1	-3%	-4%	-5%	10	-6%	2%	-10%	29%	-1%	-10%
O=C(O)CCCCCNS(=O)(=O)/C=C/c1ccccc1	-1%	-3%	-2%	-4	17%	-11%	-3%	-3%	2%	6%
CCN(CC)S(=O)(=O)c1cc([N+](=O)[O-])ccc1N=Nc1c(O)n(C)c2ccccc12	7%	-8%	8%	-8	10%	25%	-5%	/	2%	2%[46.1 µM]
Cn1c(C(=O)N[C@@H](Cc2ccccc2)C(=O)O)cc2cc(F)ccc21	-1%	-4%	-9%	-9	11%	-6%	-12%	1%	12%	8%
CC12CC(O)C3C(CCC4=CC(=O)CCC43C)C1CCC2=CCO (stereo not drawn)	-5%	/	/	/	/	/	-17%	/	-1%	5%
Cc1cc(C)cc(NC(=O)Nn2cnnc2)c1	0%	2%	-4%	-2	5%	-3%	-10%	?	/	-1%
S=C(Nc1cccnc1)NC1CC2CCC1C2 (stereo not drawn)	-4%	-6%	-4%	12	/	25%	-24%	-2%	4%	-5%
O=c1c2ccccc2nnn1-c1ccccc1	-5%	/	/	/	/	/	-1%	/	-4%	4%
O=C(Oc1ccc(-c2cnc3ccccc3n2)cc1)c1cccc([N+](=O)[O-])c1	2%	2%	11%	-3	25%	2%	-7%	0%	3%	-1%
CCOC(=O)c1c(NC(=O)CN2C(=O)NC(C)(c3ccccc3)C2=O)sc(C)c1C (stereo not drawn)	-3%	11%	2%	7	4%	-5%	-23%	/	-1%	5%[46.1 µM]
CN(C)/C=C/C(=O)c1c(F)cccc1F	-2%	-5%	68%	17	/	12%	-19%	2%	3%	5%
Nc1c(Cl)cnn(-c2ccccc2)c1=O	-1%	/	/	/	/	/	32%	/	-2%	0%
COc1ccc(Cl)cc1S(=O)(=O)N1CCC(C(=O)NCCC2=CCCCC2)CC1	-5%	0%	-1%	-8	/	4%	18%	1%	-2%	0%
CN(C(=O)C1CCN(S(=O)(=O)c2cccc3nonc23)CC1)C1CCCCC1	-7%	8%	8%	8	-1%	2%	?	?	-1%	5%
C[C@@H](NC(=O)c1[nH]cnc1C(=O)Nc1nccs1)c1ccccc1	-3%	3%	-4%	-1	/	/	-25%	/	1%	4%
Cc1nc2nc(-c3ccccc3)nn2c(C)c1Cl	0%	/	/	/	/	/	9%	/	2%	0%
Cc1ccc(S(=O)(=O)N2CCN(C(=O)CC(C)n3cncn3)CC2)cc1 (stereo not drawn)	-2%	-2%	4%	-14	-4%	9%	2%	4%	-1%	-3%
Nc1ncnc2c1CN(Cc1ccccc1)CC2	-5%	/	/	/	/	/	-11%	/	5%	5%
Cn1cc(Br)c(C(=O)N2CCCCCC2)n1	0%	3%	4%	-1	6%	-4%	1%	-12%	4%	0%
CCCCCNC(=O)c1cccnc1SCC(=O)Nc1ccccc1OC	-1%	5%	10%	-9	14%	10%	29%	-9%	0%	4%[46.1 µM]
Cc1nc(SCC(=O)c2ccccc2)n[nH]1	-6%	-3%	12%	-1	-4%	1%	-20%	2%	-3%	7%
CCOC(=O)c1sc(NC(=O)CSc2nc3c(c(=O)n2-c2ccc(F)cc2)SCC3)c(C(=O)OCC)c1C	/	-2%	-1%	9	11%	24%	/	9%	/	/
Cc1ccc2c(c1)C(=O)C(=O)N2CCOc1ccccc1	-1%	-2%	2%	3	-8%	4%	-35%[inhibitor]	?	-14%	4%
N#CC(=C(O)COC(=O)CCC1CCCCC1)c1nc2ccccc2[nH]1	6%	/	/	/	/	/	-4%	/	-2%	2%
COc1cccc(Cn2c(NCc3cccnc3)nc3c2c(=O)n(C)c(=O)n3C)c1	-1%	-1%	-8%	11	12%	-2%	10%	-17%	2%	4%
CC(=O)c1cccc(NC(=O)C(C)OC(=O)c2cccc(-n3cnnn3)c2)c1 (stereo not drawn)	-2%	0%	9%	-3	/	/	5%	/	-1%	0%
Cc1ccc(NC(=O)Nc2ccon2)cc1Cl	-2%	-3%	0%	-2	26%	4%	-13%	-13%	1%	-3%
CCCn1c(SCC(=O)N2CCCC(C)C2)nnc1-c1cccnc1 (stereo not drawn)	-2%	-2%	-3%	9	-7%	-1%	22%	-5%	0%	-2%
O=C(COC(=O)c1ccccn1)c1ccc(Br)cc1	-8%	-1%	2%	-4	1%	0%	-17%[7.66 µM]	-1%	-3%	3%
CC(C)(C)c1csc(N(CCC#N)CCC#N)n1	-4%	7%	/	15	2%	5%	0%	6%	-3%	4%
O=C(NCCc1ccccc1)C(c1ccccc1)N(C(=O)c1csnn1)C1CC1 (stereo not drawn)	0%	9%	1%[11.5 µM]	-5	6%	-6%	-1%	7%	1%	-1%
CCOc1ccc2[nH]c3c(N4CCN(C(=O)c5ccco5)CC4)ncnc3c2c1	0%	-6%	-7%	-11	/	5%	0%	/	134%[activator]	-3%
CCOC(=O)N1CCN(S(=O)(=O)N(C)C)CC1	-2%	-3%	6%	-3	3%	-6%	7%	-5%	2%	-11%
Cc1ccc(S(=O)(=O)c2nnn3c2nc(NCCCN2CCCC2=O)c2ccccc23)cc1C	-7%	9%	3%	2	1%	21%	-6%	9%	0%	8%
Cc1ccc(Cl)cc1N1CCN(C(=O)c2cc3c(=O)[nH]c4ccccc4c3n2C)CC1	-5%	-1%	/	9	-9%	-4%	22%	7%	-11%	3%
CC(=O)Nc1cc(Br)ccc1O	-4%	7%	-2%[11.5 µM]	9	15%	0%	-2%	-7%	2%	-4%
O=C(CSc1nn(-c2ccc(F)cc2)c(=S)s1)NC(=O)NCc1ccco1	-3%	-2%	-5%	-23	?	-8%	23%	4%	-7%	3%
COc1cc(C)c2c(c1OC)C(=O)CC2	0%	/	/	/	/	/	25%	/	6%	-7%
O=c1cc(CN2CCN(Cc3ccccc3)CC2)c2cc(O)ccc2o1	-7%	2%	3%	14	-10%	4%	-2%	11%	1%	0%
Cc1nc2c(C)cccn2c1/C(O)=C1\C(=O)C(=O)N(CCN2CCOCC2)C1c1ccncc1 (stereo not drawn)	-6%	0%	3%	-4	21%	9%	16%	-3%	-9%	-2%
CCOc1ccc(CNc2ncc(-c3ccccc3)n2C)cc1	-2%	-11%	2%	-6	-19%	29%	-28%	-6%	6%	6%
CC(C)CCNc1nc(-c2ccco2)c2c(c1C#N)CCCC2	-3%	11%	11%	-11	2%	-3%	-1%	4%	i	-4%
CN(C)CC(O)c1ccc(C=Cc2ccc(Cl)cc2)cc1 (stereo not drawn)	0%	/	/	/	/	/	-74%[inhibitor]	/	-8%	-7%
COc1ccc(CNC(=S)N/N=C/c2ccncc2)cc1	0%	-7%	2%	-3	-1%	8%	-45%	-14%	0%	-4%[46.1 µM]
O=c1c(Cl)c(Cl)cnn1Cc1ccccc1Cl	-2%	13%	/	-37	?	11%	-61%[inhibitor]	/	-2%	7%[46.1 µM]
CC(=O)c1cccc(OCc2cc(C(=O)N(C)CCc3ccccn3)no2)c1	-3%	0%	0%	10	7%	-4%	-23%	-9%	2%	2%

Not all compounds are listed; rates above refer to the full screens.
